BRCA1 expr act – increases BRCA1 expression; MCF7-BRCA1-FFLuc reporter, luminescence, 48 h; response scale: scaled: vehicle 0%, 10 µM genistein 100%; Potency, µM (series often up to 46.1 µM), for the others: at the highest dose activation, actives largely listed as activators; 380,000 tested, 1.1% active; AID 624202; note: potency is the fitted concentration of half-maximal effect; nearly all actives have a fitted effect of over 80% in size; some results filed as inactive show a strong effect at the top dose
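48 h compound treatment of MCF7-BRCA1-FFLuc cells (phenol-red free MEM, 37 °C), then 15 min with luciferase substrate and luminescence imaging.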
Menin MLL FP TR – inhibitors of human menin-MLL interaction, mutant MLL peptide; O00255; Menin + Texas Red MLL mutant peptide, fluorescence polarization; Potency, µM (titrated, usually from 61.6 µM), inactives show top-dose FP activity change, negative = inhibition, actives largely listed as inhibitors; 270,000 tested, 0.23% active; AID 1768; active = well fitted inhibition curve with a large enough effect in the polarisation, with a control signal flat, not every such curve was filed as active; inconclusive = small, poorly fitted or top-dose-only effect, or effect the other way, or a change in a side signal; inactive = no such curve, though single readings can be large or run the other way; the % refers to the polarisation; note: potency is the fitted concentration of half-maximal effect; % of control where 0% means no effect; many of its hits are not listed in these tables
ELG1 genotoxic – induces genotoxicity in HEK293T cells with luciferase-tagged ELG1; HEK293T ELG1-luciferase reporter, luminescence, 16 h; Potency, µM (titrated, usually from 46 µM), for the others: at the highest dose activity change, positive = activation, usual class: activators; 330,000 tested, 1.3% active; note: potency is the fitted concentration of half-maximal effect; % of control where 0% means no effect; nearly all actives have a fitted effect of over 60% in size
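HEK293T cells expressing luciferase-tagged ELG1 were exposed to compound or DMSO vehicle for 16 hr at 37 °C and 5% CO2. Luciferase activity was then measured with ONE-Glo after 30 min at room temperature.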
NPC1 prom act – activates the NPC1 promoter; Huh7 NPC1 promoter luciferase reporter, 24 h; Potency, µM (top dose mostly 9.22 µM), for the others: at the top dose activation, actives largely listed as activators; 320,000 tested, 2.4% active; AID 485313;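 note: potency is the fitted concentration of half-maximal effect; % of control where 0% means no effect; nearly all actives have a fitted effect of over 60% in size; reporter is driven by a mutant NPC1 promoter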
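Cells: Huh7 expressing luciferase under the NPC1 promoter, 1500/well. Seeded 2 h, compound added, incubated 24 h at 37 °C. Luciferase reagent, 10 min ambient, then luminescence.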
p53 reactivator – re-activators of mutant p53. H1299 p53-A138V BP100-luciferase reporter, luminescence, 24 h. Potency, µM (doses to about 92.2 µM), for inactives: at the highest dose activity change, positive = activation, usual class: activators. 320,000 tested, 0.063% active. AID 504706; note: potency is the fitted concentration of half-maximal effect; % of control where 0% means no effect; nearly all actives have a fitted effect of over 45% in size
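p53-null H1299 cells stably carrying temperature-sensitive p53-A138V and a BP100-luciferase reporter were pinned with compounds (4-point, 1:5 series) and held 24 hrs at 37 deg C. Luminescence was read 10 min after detection reagent.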
RORg inh – inhibitors of mouse ROR gamma transcriptional activity; P51450; Drosophila S2 Gal4-RORgamma UAS-luciferase reporter, 20 h; Potency, µM (top dose mostly 53.6 µM), inactives show at the highest dose activity change, negative = inhibition, actives largely listed as inhibitors; 310,000 tested, 5.4% active; note: potency is the fitted concentration of half-maximal effect; % is set by controls: 0 for no effect and ±100 for the full control effect; nearly all actives have a fitted effect of over 60% in size
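Luminescence from a UAS-regulated Photinus luciferase reporter in stably transfected Drosophila Schneider cells is measured; decreased signal marks ROR gamma inhibition. Fusion expression is induced by 700 uM copper sulfate for 20 hr.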
Giardia killer – kills Giardia lamblia; Giardia lamblia trophozoite viability; activity change, % at 7.66 µM, hits read low; 340,000 tested, 0.15% active; in the data active = activity change below about -80%; inconclusive = between about -30% and that limit;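 note: parasites exposed to compound for two days anaerobically before the ATP read; % is set by controls: 0 for no effect and ±100 for the full control effect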
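Each well holds 100 Giardia trophozoites and compound. After two days (48 hrs) at 37 deg C in anaerobic conditions, ATP is quantified by luminescence.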
FLuc modulator – firefly luciferase modulation, counter-screen for miR-21 project; P08659; purified FLuc, Km substrates, luminescence inhibition; Potency, µM (top dose mostly 57.5 µM), without a hit: at the top dose activity change, negative = inhibition, usual class: inhibitors; 360,000 tested, 6.9% active; AID 588342;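 note: potency is the fitted concentration of half-maximal effect; plate controls were vehicle for no effect and reference inhibitor for full effect; nearly all actives have a fitted effect of over 55% in size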
Target sequence (P08659 whole entry, looked up): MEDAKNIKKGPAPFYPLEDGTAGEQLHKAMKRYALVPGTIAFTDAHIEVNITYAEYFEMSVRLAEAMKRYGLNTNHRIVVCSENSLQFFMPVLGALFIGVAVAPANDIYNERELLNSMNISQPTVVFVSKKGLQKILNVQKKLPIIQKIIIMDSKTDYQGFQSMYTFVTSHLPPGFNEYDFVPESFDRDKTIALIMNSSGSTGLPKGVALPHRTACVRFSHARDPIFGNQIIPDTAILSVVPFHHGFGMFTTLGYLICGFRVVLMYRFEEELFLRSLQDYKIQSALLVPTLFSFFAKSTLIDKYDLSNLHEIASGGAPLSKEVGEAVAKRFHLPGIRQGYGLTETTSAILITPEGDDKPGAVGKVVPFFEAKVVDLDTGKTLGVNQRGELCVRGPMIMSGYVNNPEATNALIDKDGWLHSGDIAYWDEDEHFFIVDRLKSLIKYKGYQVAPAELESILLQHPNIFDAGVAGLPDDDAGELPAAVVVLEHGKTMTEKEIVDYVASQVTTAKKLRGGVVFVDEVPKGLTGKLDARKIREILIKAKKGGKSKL
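Biochemical qHTS of compounds, final roughly 60 µM downward over six points, against 10 nM purified firefly luciferase using Km concentrations of substrates (10 uM D-luciferin, 10 uM ATP) in Tris acetate pH 7.5 buffer; luminescence output.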
VP16 counter – counter-screen for ROR gamma inhibitors: Gal4-VP16 reporter. Drosophila S2 Gal4-VP16 UAS-luciferase, luminescence, 20 h. Potency, µM (doses to about 53.6 µM), for inactives: at the top dose activity, negative = inhibition, hits mostly inhibitors. AID 2546. 310,000 tested, 3.5% active;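 note: Gal4-VP16 expression switched on by copper sulfate through the metallothionein promoter; potency is the fitted concentration of half-maximal effect; % is set by controls: 0 for no effect and ±100 for the full control effect; nearly all actives have a fitted effect of over 50% in size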
Rab9 promoter act – Rab9 promoter activation | AID 485297 | 320,000 tested, 2.8% active | Huh7 Rab9 promoter-luciferase reporter, luminescence, 24 h | Potency, µM (highest dose often 9.22 µM), inactives show at the top dose activation, negative = inhibition, most hits filed as activators; note: potency is the fitted concentration of half-maximal effect; % of control where 0% means no effect; nearly all actives have a fitted effect of over 60% in size
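Luminescence read-out: Huh7 cells stably expressing Rab9-luciferase, treated 24 h with compound at 37 °C, then lysed with luciferase reagent for 10 min at ambient before reading.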
PKM2 act – increases activity of human pyruvate kinase M2. P14618. purified PKM2, Kinase-Glo ATP luminescence, activation; response scale: 0% is enzyme alone, no compound. Potency, µM (titrated, usually from 57.5 µM), for the others: at the top dose activation, usual class: activators. 260,000 tested, 0.34% active. AID 1631; note: potency is the fitted concentration of half-maximal effect; % is set by controls: 0 for no effect and ±100 for the full control effect; nearly all actives have a fitted effect of over 55% in size
Target sequence (P14618 whole entry, looked up): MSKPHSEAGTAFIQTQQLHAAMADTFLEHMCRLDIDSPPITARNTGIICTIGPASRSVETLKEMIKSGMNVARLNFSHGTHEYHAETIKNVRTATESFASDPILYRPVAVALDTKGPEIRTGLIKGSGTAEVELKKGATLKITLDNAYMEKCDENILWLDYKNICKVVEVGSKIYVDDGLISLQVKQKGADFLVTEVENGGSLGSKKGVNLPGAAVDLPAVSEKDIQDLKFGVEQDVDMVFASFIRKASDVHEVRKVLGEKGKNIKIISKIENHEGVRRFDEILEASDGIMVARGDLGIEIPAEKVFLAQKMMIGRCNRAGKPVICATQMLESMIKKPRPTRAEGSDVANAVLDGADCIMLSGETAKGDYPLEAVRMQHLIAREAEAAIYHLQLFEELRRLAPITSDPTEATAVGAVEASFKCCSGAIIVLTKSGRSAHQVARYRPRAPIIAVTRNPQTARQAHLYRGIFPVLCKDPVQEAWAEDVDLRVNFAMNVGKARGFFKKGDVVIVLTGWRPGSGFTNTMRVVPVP
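Purified hPK-M2 (>95%) run at intermediate activity with 0.1 mM ADP and 0.5 mM PEP in 50 mM imidazole pH 7.2, KCl, MgCl2; 1 h room temperature. ATP formed read by Kinase-Glo luminescence; normalized to uninhibited and no-enzyme controls.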
Starred values were filed as active, the others as inactive; ? = inconclusive; · = not tested or not shown; & = joins results of further samples; [ ] = remark or other dose. Unless noted, calls come from the whole dose curve; as a rule, active = well fitted curve in the direction sought with a large enough effect; inconclusive = small, poorly fitted or top-dose-only effect, or another doubt; inactive = no such curve, though single readings can be large; an effect the other way counts as inactive or inconclusive. Not all compounds are listed; count on the stated rates, not on these rows.

SMILES | BRCA1 expr act | Menin MLL FP TR | ELG1 genotoxic | NPC1 prom act | p53 reactivator | RORg inh | Giardia killer | FLuc modulator | VP16 counter | Rab9 promoter act | PKM2 act
CN(C)c1ccc(/C=C(/C(=O)c2ccc(Cl)cc2Cl)n2cncn2)cc1 | -63.2% | -3.3% | 1.6% | -5.0% | 1.9% | 83.3% | 1.4 | 0.3% | ? | 1.1% | -10.4%
CSc1nnc(CSCc2ccc(Cl)cc2Cl)n1-c1ccccc1 | -9.7% | ? | -3.5% | -1.0% | 0.4% | -11.7% | 14.9 | 5.4% | -0.2% | -1.1% | 1.9%
COc1ccc(Nc2nnc(-c3ccc(C(=O)NCCO)cc3)c3ccccc23)cc1 | -19.3% | -19.9% | -0.6% | -1.7% | · | 12.7% | 0.5 | -4.5% | -20.0% | -2.9% | -3.8%
Cc1ccc(C(=O)OCc2nc3ccsc3c(=O)[nH]2)o1 | -28.1% | · | -1.1% | 13.3% | -5.5% | · | -1.4 | 3.2% | · | 10.5% | ·
O=C(NCc1ccccn1)C1CCN(C(=O)c2cc3sccc3n2Cc2ccc(F)cc2)CC1 | -26.4% | -9.7% | -12.7% | 5.6% | -2.8% | 5.5% | 2.5 | -0.3% | -10.4% | 1.7% | 2.7%
COc1ccc2[nH]c(C)c(CN3CCC(C)CC3)c(=O)c2c1 | 5.8% | 7.7% | 0.6% | -2.3% | 1.0% | -13.8% | 16.5 | 5.7% | -1.2% | -3.9% | -5.3%
O=C(N/N=C/c1ccco1)c1cc(-c2ccccc2)nc2ccccc12 | -6.6% | · | -4.3% | 13.5% | 0.6% | 7.08µM* | 7.2 | 21.3µM* | 10µM* | 0.3% | ·
CCc1nnc(NC(=O)CSc2nc3c(c(=O)n2CC)SC(C)C3)s1 (configuration not stated) | 2.3% | 0.8% | -4.1% | 4.3% | 6.7% | 60.0% | 49.0[activator] | 2.4% | ? | -7.1% | 8.5%
O=C(Nc1ccc(S(=O)(=O)N2CCCCC2)cc1)c1ccccc1F | -9.5% | 21.8% | -9.4% | -8.4% | -7.9% | ? | 13.4 | 5.0% | -4.6% | -3.7% | 2.7%
Cc1ccc2cccc(N=Cc3c(C)[nH]n(-c4ccccc4)c3=O)c2n1 | -79.1%[inhibitor] | ? | ? | 0.6% | 13.1% | 1µM* | 9.5 | 16.9µM* | 1µM* | -4.4% | 5.8%
CC(=O)CN1Cc2ccccc2/C1=N\C(=O)Nc1ccccc1 | 34.1% | 5.7% | 1.8% | 6.2% | ? | 15.8% | -6.2 | -10.6% | 2.6% | 29.1% | -2.3%
CN(CC(=O)Nc1ccc(OC(F)(F)F)cc1)S(=O)(=O)c1cnc[nH]1 | 30.3% | · | 1.4% | 3.1% | 7.6% | 12.3% | 3.6 | -10.1% | -5.2% | 2.9% | ·
COC1=C/C(=C/c2c(N)n3nc(-c4ccc(C)cc4)sc3nc2=O)C=CC1=O | 86.0% | ? | ? | 19.2% | 9.9% | ? | ? | 15.1µM* | -17.8% | 27.7% | ?
Cc1onc(-c2ccccc2Cl)c1C(=O)Nc1ccc(S(=O)(=O)N2CCCC2)cc1 | -26.2% | -2.4%[11.7 µM] | -0.9% | 7.2% | 3.0% | -11.5% | -4.7 | 4.7% | -5.0% | 1.3% | 3.3%
O=C(Nc1nc2cc3c(cc2s1)OCCO3)c1cccc(N2C(=O)CCC2=O)c1 | 17.0% | ? | 8.6% | ? | 1.1% | -38.2% | ? | 0.757µM* | ? | ? | -0.1%
O=C(Nc1ccc2c(c1)CCCN2C(=O)c1cccs1)c1ccccc1 | 74.1% | 15.1% | -14.3% | 13.7% | ? | 28.9% | 14.0 | ? | -6.2% | 22.1% | 3.5%[0.46 µM]
Cc1ccsc1CN1CC(=O)N(c2c(C)cccc2C)C1=S | -2.6% | 46.6%[activator] | 4.3% | -2.2% | 7.3% | -1.2% | 6.2 | -6.9% | -5.8% | -2.7% | -3.9%
O=C(NC(=S)N(Cc1ccccc1)Cc1ccccc1)C1CCCCC1 | -29.3% | ? | -4.4% | -1.7% | 2.3% | 22.0% | -6.2 | -2.0% | -22.9% | 5.5% | -12.6%
CCCn1c(SCC(=O)Nc2c(C)cccc2CC)nnc1C(C)C | 1.0% | 9.2% | -1.0% | 0.7% | 0.2% | -1.0% | -6.5 | -0.7% | 3.3% | 0.6% | -11.7%
CCN(CC)c1ccc(NS(=O)(=O)c2ccc(OC)cc2)cc1 | 12.2% | -8.1% | -6.2% | -5.0% | 1.3% | ? | 5.8 | 3.5% | -11.4%[10 µM] | -8.1% | -1.0%
COc1ccccc1NS(=O)(=O)c1ccc(Cl)c(NC(=O)c2sc3cc(Cl)ccc3c2Cl)c1 | -6.7% | ? | -4.8% | -5.0% | 11.7% | 5.8% | -3.1 | 1.1% | -5.6% | -3.5% | -1.0%
COc1ccc2cc(/C=N/O)c(Cl)nc2c1 | 7.94µM* | -2.2% | -2.4% | 27.1% | 4.7% | -2.2% | -5.6 | -11.4% | 4.4% | 26.4% | 3.3%
COc1ccc(CN2CCNC(=O)C2CC(=O)NC2CCCCCCC2)cc1OC (configuration not stated) | -3.4% | · | 0.3% | 3.1% | -2.0% | -3.3% | 27.1 | 1.9% | -6.7% | 0.2% | ·
O=C1CSC(c2cccnc2)N1c1ccc(Cl)cc1 (configuration not stated) | -15.9% | -0.3% | -0.4% | 1.1% | -2.8% | 8.5% | 13.3 | 4.0% | 6.6% | 3.0% | 0.8%
O=C(Nc1cccc(C(F)(F)F)c1)c1ccccc1NC(=O)C1CCCCC1 | -7.1% | 13.4% | 0.0% | -1.8% | 6.2% | 17.0% | -21.5 | 0.1% | -26.6% | -8.9% | -5.1%
CCCNC(=O)NC(=O)CSc1nc(C)cs1 | 22.7% | -14.5% | 2.6% | -4.5% | 0.0% | -0.2% | 1.3 | 2.5% | -0.2% | -3.8% | -0.8%
Cc1cc(OCCN2CCOCC2)ccc1Cl | 12.6µM* | -2.6% | ? | ? | · | ? | -21.7 | ? | 5.9% | 19.8% | -1.1%
CCOc1cc(C(=O)Nc2ccccc2F)cc(Br)c1OCC | -38.7% | 13.7% | -5.2% | -1.9% | -6.0% | -1.2% | 0.7 | -5.2% | 0.0% | -6.5% | -1.8%
Cc1cc(NC(=O)COC(=O)c2ccc([N+](=O)[O-])cc2Cl)no1 | 4.2% | · | -3.7% | 0.1% | 0.6% | · | -9.0 | 2.8% | · | 0.6% | ·
CCOC(=O)N1CCC(N2CCCC(C(=O)c3cc(C)c(OC)c(C)c3)C2)CC1 (configuration not stated) | -16.9% | -20.3% | -1.5% | -2.1% | 0.4% | 32.1% | -8.7 | -0.5% | 8.2% | -6.2% | ?
Cc1ccc(S(=O)(=O)N(C)C)cc1NC(=O)c1c(-c2c(F)cccc2Cl)noc1C | -12.4% | · | 0.0% | -2.3% | -4.6% | ? | -10.9 | 2.0% | -9.8% | 0.9% | 2.3%
O=C(Nc1ccc(Cl)c(Cl)c1)Nc1nccs1 | -16.7% | · | -1.4% | -18.0% | ? | -1.2% | -17.1 | 13.5µM* | 1.4% | 14.3% | -2.9%
O=[N+]([O-])c1cc(Cl)ccc1Oc1ccc(-c2nnco2)cc1 | -5.1% | -0.4% | -8.5% | -1.3% | 20.1% | 13.6% | -4.9 | -5.9% | -6.0% | -4.4% | 4.0%
CCOC(=O)NC1Cc2ccccc2C1Sc1ccccn1 (configuration not stated) | -2.4% | -24.3% | -6.3% | 0.4% | 2.9% | 18.2% | -20.0 | -1.1% | -20.2% | -2.3% | ·
CCN(CC)C(=O)CSC1=C(C#N)C(c2ccco2)C(C(=O)OCCOC)=C(C)N1 (configuration not stated) | -1.0%&-30.4% | -20.5% | 0.4% | -3.6% | -5.7% | 43.7% | 1.2&-12.2 | -2.8% | ? | 1.2% | 16.1%
COc1ccccc1CNCc1cccc(Oc2ccccc2)c1 | -0.7% | ? | -7.2% | -2.6% | 9.3% | -3.2% | -16.4 | 5.5% | 7.7% | 1.5% | -3.1%
CC(C)Cc1nc(NCCN2CCOCC2)c(C#N)c2c1COC(C)(C)C2 | -17.5% | -12.5% | -5.4% | -5.0% | -4.2% | -20.1% | -24.6 | -0.2% | 2.6% | -3.1% | 2.3%
Cc1ccc(Cl)cc1-c1ccc(/C=N/n2cnnc2)o1 | -17.2% | -10.3% | -0.5% | -2.4% | -20.9% | 12.9% | -4.5 | 4.9% | 7.3% | -3.0% | 1.7%
COc1cc(C(=O)N=C2SC3CS(=O)(=O)CC3N2c2ccccc2)cc(OC)c1OC (configuration not stated) | 15.2% | 13.6% | 12.3% | -8.5% | 8.3% | 12.0% | -18.5 | 2.8% | 0.8% | 5.3% | ·

Compound activity from PubChem.
